# Scp1 inh: Scp-1 phosphatase inhibitors, primary screen, biochemical, colorimetric, uHTS | Carboxy-terminal domain RNA polymerase II polypeptide A small phosphatase 1 (Homo … | Recombinant Scp1, phosphopeptide, malachite green phosphate absorbance | inhibition, % at 20 µM | 340,000 tested, 0.88% active | AID 493091, 2011;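 active = inhibition above about 50% at 20 µM, limit read from the data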;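 note: plate controls were DMSO wells with enzyme for no effect and wells lacking enzyme for full effect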
# Target sequence (Q9GZU7 76-261 limits assumed): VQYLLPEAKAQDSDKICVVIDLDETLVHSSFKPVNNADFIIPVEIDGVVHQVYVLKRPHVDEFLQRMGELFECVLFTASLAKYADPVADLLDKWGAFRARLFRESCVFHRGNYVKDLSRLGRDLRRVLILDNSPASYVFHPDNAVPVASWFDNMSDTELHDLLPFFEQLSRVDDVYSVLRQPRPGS
#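 Incubation: 45 min enzyme reaction at room temperature / System: truncated SCP-1 phosphatase (76-261aa) / Reagent: Phospho 17-mer peptide substrate / Buffer or medium: Acidic Tris acetate buffer with magnesium and detergent / Signal: absorbance at 630 nm / Doses: one concentration, 20 µM, with 1.0% DMSO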
# TbMetRS inhib: T. brucei MetRS inhibitors, primary screen, biochemical, luminescence; methionyl-tRNA synthetase (Trypanosoma brucei brucei); purified T. brucei MetRS, ATP depletion, Kinase-Glo luminescence; inhibition, % at 11.9 µM; 360,000 tested, 0.4% active;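 active = inhibition above a per-plate cutoff of the control wells' mean inhibition plus 3 SD, cut at about 5.5% in these data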;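 note: 0% = DMSO wells median and 100% = median of wells with control inhibitor compound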
#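 assay system = parasite MetRS enzyme | timing = 15 min preincubation, 2 h reaction, all 25 °C | evaluation = percent inhibition relative to median high and low control wells | medium = HEPES buffer containing pyrophosphatase, BSA, spermine, DTT | compound = single dose, 11.9 µM final nominal, 0.9% final DMSO | detection = Kinase-Glo luminescence, ATP depletion format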
# STEP block: STEP phosphatase inhibitors, primary screen, biochemical, fluorescence intensity, uHTS. 360,000 tested, 0.25% active. recombinant STEP, OMFP fluorogenic substrate. inhibition, % at 20 µM;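 active = inhibition at 20 µM, scaled per plate between control wells, above about 37%, limit read from the data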;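 note: 0% = DMSO with enzyme and substrate and 100% = substrate only without enzyme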
#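 Test system: STEP tyrosine phosphatase / Reagent: OMFP at 25 µM / Doses: 20 µM, 1% DMSO / Read-out: percent inhibition scaled to no-enzyme and uninhibited-enzyme controls, plate-pattern corrected / Detection: FITC-channel fluorescence of OMFP product / Medium: Bis-Tris buffer pH 6.0, 2.5 mM DTT, 0.005% Tween 20 / Schedule: 20 min at room temperature, dark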
# LMPTP block: LMPTP phosphatase inhibitors, primary screen, biochemical, fluorescence intensity, uHTS; inhibition, % at 20 µM; 360,000 tested, 0.22% active; recombinant LMPTP-A, OMFP fluorogenic substrate; AID 651560, 2012;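 active = compounds that cut the enzyme signal by at least half of the control window in the single-dose screen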;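 note: plate controls were DMSO wells with enzyme plus substrate for no effect and substrate without enzyme for full effect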
#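 Assay system: LMPTP-A enzyme. Input: 0.625 nM LMPTP-A final. Probe or stimulus: 400 µM OMFP. Compound dosing: single 20 µM dose. Schedule: 50 min dark incubation at room temperature. Detection: fluorescence intensity of OMFP turnover product. Read-out: percent inhibition versus substrate-only and uninhibited controls. Benchmarks: no-enzyme low control, uninhibited high control.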
# NRP1-CendR mod: modulators of CendR peptide binding to NRP-1, primary screen, biochemical, fluorescence polarization, uHTS | FAM-RPARPAR peptide binding to NRP-1 | 360,000 tested, 0.85% active | inhibition, % at 25 µM | Neuropilin-1 (Homo sapiens), O14786;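 active = inhibition or corrected inhibition above about 18%, plus a signal ratio from 0.5 to 1.5, limit read from the data, passing the limit was not always enough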; note: strong numbers were not always called active
# SUMO1 PPI mod: modulators of SUMO1 protein-protein interactions, primary screen, biochemical, uHTS; SUMO1 binding to a labelled peptide, TR-FRET, 1 h; AID 602429, 2012; 360,000 tested, 0.33% active; inhibition, % at 20 µM; in the data active = inhibition above about 37%
# Target sequence (P63165 whole entry, looked up): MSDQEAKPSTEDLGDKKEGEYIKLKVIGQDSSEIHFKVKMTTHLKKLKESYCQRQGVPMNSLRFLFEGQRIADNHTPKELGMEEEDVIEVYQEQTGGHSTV
# NadD inh: inhibitors of S. aureus NadD, primary screen, biochemical, colorimetric, uHTS | Nicotinate-nucleotide adenylyltransferase NadD (Staphylococcus aureus N315) | purified NadD enzyme, colorimetric absorbance read-out | inhibition, % at 20 µM | 360,000 tested, 0.78% active; in the data active = inhibition above about 26%; note: some compounds past the cut are filed as inactive
# DNMT1 inh: human DNMT1 methyltransferase inhibitors, primary screen, biochemical, molecular beacon, fluorescence, HinP1I cleavage, uHTS. inhibition (reported as % activation of signal), % at 10 µM. DNA (cytosine-5)-methyltransferase 1 (Homo sapiens), P26358. 360,000 tested, 0.83% active. AID 588458, 2011; in the data active = inhibition above about 50%
# Neddylation inh: inhibitors of cullin neddylation, primary screen, biochemical, TR-FRET, uHTS, NAE and Ubc12 | 360,000 tested, 0.58% active | calls only at 25 µM | NEDD8-conjugating enzyme Ubc12 (Homo sapiens) + NEDD8-activating enzyme E1 regulatory …; in the data active = inhibition above about 36%
# Target sequence (P61081 whole entry, looked up): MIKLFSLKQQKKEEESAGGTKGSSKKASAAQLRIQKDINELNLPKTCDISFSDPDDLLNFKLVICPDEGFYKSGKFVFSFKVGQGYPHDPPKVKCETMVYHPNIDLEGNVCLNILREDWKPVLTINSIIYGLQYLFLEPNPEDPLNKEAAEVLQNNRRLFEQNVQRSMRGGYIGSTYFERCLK
# Target sequence (Q13564 whole entry, looked up): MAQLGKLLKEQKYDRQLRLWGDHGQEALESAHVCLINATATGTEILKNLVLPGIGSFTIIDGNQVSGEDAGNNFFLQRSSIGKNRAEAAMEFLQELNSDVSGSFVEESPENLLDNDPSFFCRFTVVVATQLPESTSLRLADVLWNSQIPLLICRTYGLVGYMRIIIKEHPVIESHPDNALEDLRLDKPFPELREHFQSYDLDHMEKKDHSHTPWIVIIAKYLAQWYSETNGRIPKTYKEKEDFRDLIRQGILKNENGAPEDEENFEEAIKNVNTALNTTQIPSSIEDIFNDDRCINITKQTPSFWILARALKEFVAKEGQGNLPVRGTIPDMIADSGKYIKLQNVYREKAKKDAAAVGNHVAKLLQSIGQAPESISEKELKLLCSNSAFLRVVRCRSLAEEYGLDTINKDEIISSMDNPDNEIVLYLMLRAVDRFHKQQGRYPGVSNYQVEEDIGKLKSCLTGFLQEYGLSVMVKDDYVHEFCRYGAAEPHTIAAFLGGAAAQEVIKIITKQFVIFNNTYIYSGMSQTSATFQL
# SKN-1 block: suppressors of acrylamide-induced Pgst-4::GFP reporter in worms, primary screen, SKN-1 inhibitor project, whole organism, uHTS, GFP/RFP fluorescence ratio, strain VP596. AID 624304, 2012. 360,000 tested, 0.49% active. C. elegans VP596 Pgst-4::GFP/RFP ratio, 24 h. inhibition, % at 21.8 µM;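 active = interference check ratio from 0.5 to 1.5 plus GFP to RFP signal ratio inhibition reaching or exceeding a fixed threshold, cut at about 30% in these data, passing the limit was not always enough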; note: some compounds called inactive have numbers as strong as hits
# The depositor's hits bear a star; i = inactive; / = not tested or not shown.
cpd	SMILES	Scp1 inh	TbMetRS inhib	STEP block	LMPTP block	NRP1-CendR mod
1	CNC(=S)N1CCC(NC(=O)C23CC4CC(CC(C4)C2)C3)CC1	1	0.2	-5	-0.3	5
2	COCCn1c(SCC(=O)Nc2cc(C(C)(C)C)nn2-c2ccccc2)nc2ccccc2c1=O	-7	-0.7	-3	-1.7	-10
3	COc1nccnc1NS(=O)(=O)c1ccc(N/C=C2\CCCCC2=O)cc1	-4	-0.9	0	1.4	-25
4	O=C(Nc1ccccc1)Nc1ccc(Oc2cccnc2)nc1	-1	2.1	-3	-0.4	-16
5	CC(=O)OCC1OC(n2c(S)c(C#N)c(-c3ccccc3)c(C#N)c2=O)C(OC(C)=O)C(OC(C)=O)C1OC(C)=O (stereo not drawn)	0	-0.5	-2	2.0	6
6	CCCc1ccc2oc(C(=O)N3CCC(COC)C3)c(C)c2c1 (stereo not drawn)	69*	-0.8	2	1.5	-5
7	Cc1nnc(SCC(=O)Nc2ccc3c(c2)OCCO3)s1	0	0.4	-4	-1.3	13
8	Cc1ccc2cc(CCNC(=O)c3ccco3)c(=O)[nH]c2c1	-5	-0.6	-16	-1.3	15
9	Cc1ccc(OCc2cc(C(=O)N(C)Cc3nccn3C)no2)cc1C	-3	0.5	3	-0.6	6
10	CCOC(=O)/C(=C/c1cn(C)c2ccccc12)NC(=O)c1ccccc1	-13	-0.1	-1	-0.9	5

cpd	SUMO1 PPI mod	NadD inh	DNMT1 inh	Neddylation inh	SKN-1 block
1	1	0	2	i	10
2	1	7	-4	i	8
3	6	3	0	i	-3
4	-3	4	0	i	11
5	-80	-2	-7	i	8
6	-2	-2	-2	i	-1
7	2	-4	4	i	-13
8	0	-3	10	i	13
9	1	-2	0	i	-5
10	-9	-2	0	i	-1

# Further compounds
cpd	SMILES	Scp1 inh	TbMetRS inhib	STEP block	LMPTP block	NRP1-CendR mod
11	CCc1ccc(C(O)c2ncc(-c3ccccc3OC)[nH]2)cc1 (stereo not drawn)	/	-0.2	1	-1.1	-4
12	COc1cccc(CN2CC(C(=O)N3CCN(C(C)C)CC3)CCC2=O)c1 (stereo not drawn)	-1	-0.5	0	-2.0	-1
13	CC/C(=C\c1oc2cc3ccccc3cc2[n+]1CC)Nc1ccccc1	13	2.0	-3	0.0	-150
14	Cc1cc(N2CCOCC2)nc2ccc(NC(=O)C3CCC(C)CC3)cc12 (stereo not drawn)	-2	0.4	0	2.5	13
15	N#CCCN1CCN(CCC#N)C1=S	-2	0.4	-1	-0.9	5
16	O=S(=O)(Nc1cccc(-c2cn3ccsc3n2)c1)c1ccc(F)cc1	-10	0.5	-2	1.7	5
17	Cc1ccc2c(n1)sc1c(-c3ccc(Br)cc3)c(C#N)c(N)nc12	34	-1.2	-1	5.0	-29
18	COc1cc(C(C)=O)ccc1COc1ccc(C(=O)OC(C)C(=O)NC(N)=O)cc1OC (stereo not drawn)	-3	0.8	1	-0.3	-2
19	CCCCOc1ccc(C(C)NC(=O)CCS(=O)(=O)Cc2ccccc2F)cc1 (stereo not drawn)	-2	-0.5	0	1.3	0
20	CCc1c(C)sc(NC(=S)NC(C)C2CCCO2)c1C(=O)OC (stereo not drawn)	-12	-0.6	2	3.1	9

cpd	SUMO1 PPI mod	NadD inh	DNMT1 inh	Neddylation inh	SKN-1 block
11	0	-5	-2	i	22
12	1	-4	1	i	7
13	-3	4	2	i	9
14	0	1	-8	/	35*
15	3	2	0	i	3
16	7	-3	-4	i	8
17	25	11	17	i	-16
18	-3	1	-7	i	11
19	-6	-5	-1	i	4
20	2	2	4	i	-2

# Reformatted field by field: 4 of the compounds above
[3] COc1nccnc1NS(=O)(=O)c1ccc(N/C=C2\CCCCC2=O)cc1
  Scp1 inh: -4
  TbMetRS inhib: -0.9
  STEP block: 0
  LMPTP block: 1.4
  NRP1-CendR mod: -25
  SUMO1 PPI mod: 6
  NadD inh: 3
  DNMT1 inh: 0
  Neddylation inh: i
  SKN-1 block: -3

[4] O=C(Nc1ccccc1)Nc1ccc(Oc2cccnc2)nc1
  Scp1 inh: -1
  TbMetRS inhib: 2.1
  STEP block: -3
  LMPTP block: -0.4
  NRP1-CendR mod: -16
  SUMO1 PPI mod: -3
  NadD inh: 4
  DNMT1 inh: 0
  Neddylation inh: i
  SKN-1 block: 11

[5] CC(=O)OCC1OC(n2c(S)c(C#N)c(-c3ccccc3)c(C#N)c2=O)C(OC(C)=O)C(OC(C)=O)C1OC(C)=O (stereo not drawn)
  Scp1 inh: 0
  TbMetRS inhib: -0.5
  STEP block: -2
  LMPTP block: 2.0
  NRP1-CendR mod: 6
  SUMO1 PPI mod: -80
  NadD inh: -2
  DNMT1 inh: -7
  Neddylation inh: i
  SKN-1 block: 8

[6] CCCc1ccc2oc(C(=O)N3CCC(COC)C3)c(C)c2c1 (stereo not drawn)
  Scp1 inh: 69*
  TbMetRS inhib: -0.8
  STEP block: 2
  LMPTP block: 1.5
  NRP1-CendR mod: -5
  SUMO1 PPI mod: -2
  NadD inh: -2
  DNMT1 inh: -2
  Neddylation inh: i
  SKN-1 block: -1

# (more compounds)
cpd	SMILES	Scp1 inh	TbMetRS inhib	STEP block	LMPTP block	NRP1-CendR mod
21	O=C(NCC12CC3CC(CC(C3)C1)C2)c1nc2ncccn2n1	3	-0.2	2	0.1	-2
22	O=C(CSc1nc2ccccc2s1)NC1CCCC1	3	-0.3	-3	-1.4	-10
23	Cc1ccc(NC(=O)Nc2cccnc2)cc1NC(=O)Nc1cccnc1	-17	-1.1	0	1.7	7
24	COc1ccc(N=Cc2c(O)n(-c3cccc(C)n3)c(=O)c3ccccc23)cc1	5	-0.8	0	0.6	-1
25	COCCNC(=O)Cn1c(=O)n(CCCCCC(=O)Nc2ccccc2)c(=O)c2sccc21	-5	0.3	1	-1.5	-6
26	CCOC(=O)N1CCN(C(=O)CS(=O)Cc2nc(-c3ccc(C)cc3)oc2C)CC1 (stereo not drawn)	-1	-0.3	-1	0.6	-4
27	O=S(=O)(c1ccc(Oc2ccc(-c3nnco3)cc2)nc1)N1CCC(Cc2ccccc2)CC1	-7	0.3	3	2.7	-3
28	CC(C)CN(CC(C)C)S(=O)(=O)N1CCC(C(=O)NC2CCCCCCC2)CC1	-1	-0.5	-1	-0.4	-4
29	O=C(COC(=O)C1(c2ccccc2)CC1)NNC(=O)c1ccccc1	-9	-0.4	-1	-1.8	4
30	COc1ccccc1N1CCN(CC(O)COCCOc2ccc(Br)cc2)CC1 (stereo not drawn)	2	-0.3	-2	-1.4	-9

cpd	SUMO1 PPI mod	NadD inh	DNMT1 inh	Neddylation inh	SKN-1 block
21	2	5	0	i	-5
22	1	-3	0	i	4
23	-2	14	-1	i	29
24	-17	4	-4	i	7
25	-3	-19	6	i	1
26	3	0	1	i	-9
27	3	0	15	i	7
28	2	1	0	i	-6
29	4	-2	-4	i	-8
30	-1	-4	-5	i	-10

# Going on with the list:
cpd	SMILES	Scp1 inh	TbMetRS inhib	STEP block	LMPTP block	NRP1-CendR mod
31	O=C(NCc1ccccc1)C1CCCN(S(=O)(=O)c2cccs2)C1 (stereo not drawn)	-5	-1.6	-1	-2.3	0
32	COc1ccccc1C/C(N)=N/OC(=O)c1ccc2c(c1)OCO2	1	-0.1	-2	1.1	6
33	Cc1ccc(C)c(OCCCC(=O)Nc2nccs2)c1	-5	-0.5	-1	-1.0	11
34	COCCn1nnnc1C(c1cccs1)N1CCN(c2cc(C)ccc2C)CC1 (stereo not drawn)	1	-1.1	1	-1.0	4
35	Cc1c(C(=O)Nc2ccccn2)oc2ccc(Br)cc12	-3	-0.1	0	1.2	-8
36	COc1ccc(S(=O)(=O)N2CCCCC2)cc1NC(=O)c1cc(C)on1	-12	0.2	-2	-0.6	-2
37	CCCCCNCc1cccn1C	2	-0.4	1	-1.4	-4
38	COC(=O)c1sccc1NC(=O)c1c(C)noc1C	-6	-0.2	-1	-1.4	4
39	CCCNC(=O)Cn1nc(-c2ccccc2OC)ccc1=O	/	0.4	0	-1.6	8
40	O=C(CN1CCCCCC1)Nc1ccc(Oc2ccccc2)cc1	-2	0.5	1	-0.7	6

cpd	SUMO1 PPI mod	NadD inh	DNMT1 inh	Neddylation inh	SKN-1 block
31	0	-1	0	i	-11
32	-1	-7	2	i	-8
33	0	-6	-2	i	-11
34	-1	-1	1	i	-4
35	18	9	-1	i	8
36	6	-4	-1	i	1
37	-3	-7	-1	i	5
38	1	-12	-1	i	14
39	-4	8	0	i	5
40	-3	-11	-1	i	-2

# (list continues)
cpd	SMILES	Scp1 inh	TbMetRS inhib	STEP block	LMPTP block	NRP1-CendR mod
41	CCc1ccc(C2CC(=O)Nc3c2c(=O)nc2c(C)cccn32)cc1 (stereo not drawn)	-12	0.8	3	-0.5	2
42	COc1ccccc1C(=O)Nc1ccc2oc(-c3ccc(F)cc3)nc2c1	5	-0.8	1	2.3	-3
43	COc1ccccc1OCc1nnc(SCCN2CCOCC2)o1	2	-0.7	5	-1.2	-1
44	O=C(/C=C/c1ccccc1)Nc1nnc(-c2ccco2)o1	10	0.6	0	-1.0	14
45	CC(=O)Nc1ncc(Cc2cccc(Cl)c2)s1	-10	-0.7	0	-0.3	-5
46	Cc1cn([C@H]2C[C@H](O)[C@@H](CNCc3ccc(F)c(N4CCOCC4)c3)O2)c(=O)[nH]c1=O	/	-1.2	-1	-1.7	5
47	O=C(Nc1cc(S(=O)(=O)N2CCCCC2)ccc1N1CCOCC1)c1cc(=O)[nH]c2ccccc12	0	0.0	1	0.4	0
48	CC(=O)Nc1ccc(C(=O)OCC(=O)N2CC3(C)CC2CC(C)(C)C3)cc1 (stereo not drawn)	1	-0.1	0	-0.9	-7

cpd	SUMO1 PPI mod	NadD inh	DNMT1 inh	Neddylation inh	SKN-1 block
41	-2	4	1	i	3
42	-3	-10	25	i	-19
43	-2	2	6	i	-4
44	-6	11	0	i	5
45	2	0	-5	i	9
46	3	7	7	i	-8
47	0	3	0	i	-1
48	2	4	13	i	14

# Assay outcomes as filed in PubChem.
